# HCV core dimer: HCV core protein dimerization inhibition; TR-FRET GST/Flag-core106 dimerization, 1536-well; hit rate 0.33% among 300,000; inhibition, % at 5 µM;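 active = inhibition above the mean of all tested compounds plus 3 SD, set per screening campaign, cut at about 45% in these data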
#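 assay system = GST-tagged and Flag-tagged HCV core protein residues 1-106 | controls = unlabelled core106 and no-GST-core106 wells | incubation = compound-protein-antibody incubation 4 h at 22.5 °C | probe or stimulus = Eu donor and XL665 acceptor anti-tag antibodies | read-out = % inhibition based on acceptor/donor emission ratio | signal = TR-FRET 671 and 617 nm emission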
# TPT1 inhibitor: C. albicans TPT1 enzyme inhibition. recombinant caTPT1, FP RNA substrate dephosphorylation. inhibition, % at 5 µM. hit rate 0.81% among 300,000;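 active = inhibition above the mean of all tested compounds plus 3 SD, set per screening campaign, cut at about 24% in these data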;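 also: plate controls were DMSO alone for no effect and ferristatin control at 100 nM for full effect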
# LYPLA2 counter: LYPLA2 (human) inhibition in PME1 counter-screen. O95372. recombinant LYPLA2, FP-Rh probe fluorescence polarization. inhibition, % at 5.9 µM. hit rate 0.38% among 320,000;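 active = inhibition above the screen-wide mean plus 3 SD, limit set per campaign, cut at about 26% in these data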;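 also: 0% = LYPLA2 with DMSO and 100% = wells lacking LYPLA2 enzyme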
# Target sequence (O95372 whole entry, looked up): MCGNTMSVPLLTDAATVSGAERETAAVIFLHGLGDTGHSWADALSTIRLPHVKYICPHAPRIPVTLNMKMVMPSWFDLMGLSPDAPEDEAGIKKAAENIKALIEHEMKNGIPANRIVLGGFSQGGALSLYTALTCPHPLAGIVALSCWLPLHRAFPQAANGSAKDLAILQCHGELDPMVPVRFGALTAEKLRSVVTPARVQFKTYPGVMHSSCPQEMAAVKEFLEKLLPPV
# GASC-1 inh: inhibitors of human GASC-1 (JMJD2C) demethylase; Q9H3R0; GST-JMJD2C(1-420) H3K9me3 demethylation, DELFIA europium; inhibition, % at 2.35 µM; hit rate 0.069% among 330,000; AID 2099;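 active = more than half of a compound's replicate wells show inhibition beyond 50%, single wells judged on their own value; inconclusive = some, but no more than half, of replicates pass 50% inhibition; inactive = no replicate passes 50% inhibition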;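 also: signal counts dimethyl H3K9 product captured on neutravidin plate; 0% = median of DMSO wells and 100% = 0.3 times that DMSO median; strong numbers were not always called active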
# PP5 primary: blocks human protein phosphatase 5 activity | AID 1987 | purified PP5c, OMFP substrate fluorescence | inhibition, % at 6.7 µM | hit rate 0.18% among 320,000;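 active = inhibition above the campaign's mean inhibition across all tested compounds plus 3 SD, cut at about 9.5% in these data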;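 also: 0% = DMSO only and 100% = 100 µM cantharidin control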
# Target sequence (P53041 whole entry, looked up): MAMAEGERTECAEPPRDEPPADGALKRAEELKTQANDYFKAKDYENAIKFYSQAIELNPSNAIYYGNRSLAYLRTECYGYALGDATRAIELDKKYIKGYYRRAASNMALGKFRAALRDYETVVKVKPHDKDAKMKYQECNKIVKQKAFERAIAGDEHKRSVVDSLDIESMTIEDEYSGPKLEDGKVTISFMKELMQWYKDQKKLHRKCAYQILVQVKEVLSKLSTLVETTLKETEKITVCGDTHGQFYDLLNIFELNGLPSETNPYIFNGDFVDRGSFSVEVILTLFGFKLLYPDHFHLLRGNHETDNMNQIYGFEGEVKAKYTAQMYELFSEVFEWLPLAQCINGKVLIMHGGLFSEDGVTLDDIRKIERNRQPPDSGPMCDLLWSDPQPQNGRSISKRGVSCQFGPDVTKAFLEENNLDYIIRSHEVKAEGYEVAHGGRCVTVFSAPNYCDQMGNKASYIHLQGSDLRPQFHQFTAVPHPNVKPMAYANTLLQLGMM
# PP1 counter: blocks human PP1-alpha phosphatase, a PP5 counter-screen | P62136 | purified PP1alpha, OMFP fluorescence | inhibition, % at 6.7 µM | hit rate 0.9% among 320,000;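 active = inhibition above the mean inhibition of all tested compounds plus 3 SD, computed separately for each screening campaign, cut at about 15% in these data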
# Target sequence (P62136 whole entry, looked up): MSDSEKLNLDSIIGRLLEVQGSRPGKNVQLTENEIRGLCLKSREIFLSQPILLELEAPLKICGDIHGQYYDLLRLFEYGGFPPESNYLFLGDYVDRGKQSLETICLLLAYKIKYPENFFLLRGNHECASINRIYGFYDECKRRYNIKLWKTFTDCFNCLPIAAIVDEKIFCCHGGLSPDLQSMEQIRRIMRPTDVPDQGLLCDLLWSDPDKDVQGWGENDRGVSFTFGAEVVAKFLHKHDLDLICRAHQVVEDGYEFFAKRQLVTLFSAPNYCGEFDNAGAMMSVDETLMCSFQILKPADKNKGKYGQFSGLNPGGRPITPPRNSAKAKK
# Efflux pump inh: antifungal efflux pump inhibition, Nile Red retention. AID 485275. hit rate 0.44% among 330,000. inhibition, % at 10 µM. S. cerevisiae Candida pump triplex;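 active = plate passing quality check with inhibition over a set limit, or well fluorescence over plate mean plus 4 SD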;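 also: Nile Red retained in pooled yeast measured as flow cytometry median fluorescence; 0% = buffer negative control and 100% = Enniatin B positive control; higher means more Nile Red kept so more efflux inhibition; some compounds called inactive have numbers as strong as hits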
# CTSL1 counter: blocks F. hepatica cathepsin L1 in PFM18AAP counter-screen; inhibition, % at 5.96 µM; hit rate 0.49% among 300,000; recombinant F. hepatica cathepsin L1, Z-Leu-Arg-MCA fluorescence; AID 1906;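 active = inhibition above the mean of all tested compounds plus 3 SD, set per screening campaign, cut at about 17% in these data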;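 also: 0% = plate median of test compound wells and 100% = 1 µM Z-Phe-Ala-diazomethylketone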
# PREPL inhibitor: human PREPL enzyme inhibition. Q4J6C6. recombinant PREPL, fluorescence polarization activity-based probe. inhibition, % at 5.96 µM. hit rate 0.68% among 320,000; in the data active = inhibition above about 43%;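 also: 0% = enzyme with DMSO and 100% = wells lacking enzyme; many of its hits are not listed in these tables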
# * = called active by the depositor; i = inactive; ? = inconclusive; / = no result given; & = joins results of further samples.
# Second line of a record – HCV core dimer	LYPLA2 counter	PREPL inhibitor	CTSL1 counter	GASC-1 inh	TPT1 inhibitor	Efflux pump inh	PP5 primary	PP1 counter
Cc1cccc(C)c1NC(=O)C(c1cccc([N+](=O)[O-])c1)N(C)C(=O)c1ccccn1 (configuration not stated)
    7	0	5	-1	8	0	0.0	0.3	-1
CC1CCN(C(=O)CCCC(=O)O)CC1
    5	-3	3	0	-10	-3	-0.2	-0.1	-2
Cc1ccc(C)c(N2CCN(C(=O)c3ccc4nc(-c5ccco5)c(-c5ccco5)nc4c3)CC2)c1
    37	1	9	4	5	-1	0.1	1.2	19*
COc1ccc(Cl)cc1NC(=O)c1cc(-c2ccco2)on1
    63*	-16	-9	1	-11	10	0.2	-0.6	5
CC(C)C(=O)Nc1ccc(NC(=O)CCc2ccccc2)cn1
    0	1	-4	-4	10	-1	0.1	-0.3	0
CC(=O)Nc1ccc(S(=O)(=O)Nc2cc3c(cc2C(C)=O)OCO3)cc1
    3	-1	1	2	14	0	-0.1	1.0	4
Cc1ccc(CCC(=O)Nc2ccc([N+](=O)[O-])cc2Cl)o1
    11	1	3	2	5	1	-0.1	0.8	-5
CCCCc1cc(=O)oc2cc(C)cc(OC(C)C(=O)NCc3cccnc3)c12 (configuration not stated)
    -15	2	15	4	-1	-5	0.0	2.2	-2
CCOC(=O)Cc1csc(N/N=C/c2ccc(C(F)(F)F)cc2)n1
    -3	-1	2	-2	5	2	0.0	3.6	2
N#CC1=C2SCN(Cc3ccccc3)CN2C(=O)CC1c1cccs1 (configuration not stated)
    15	5	12	1	24	-3	0.0	1.3	1
COc1ccc(NC(=O)CN2CCN(S(=O)(=O)c3ccc(C(C)C)cc3)CC2)cc1OC
    0	0	14	1	1	-5	0.1	1.8	0
Cc1ccc(-n2nnnc2SCC(=O)Nc2c(C)n(C)n(-c3ccccc3)c2=O)cc1
    -3	-2	4	1	7&5	0	0.0	1.4	0
COc1ccc(C2OC(=O)CC2C(=O)NC2CCCC(C)C2C)cc1OC (configuration not stated)
    -6	3	5	-2	-4	5	0.7	1.9	-2
CN(C)S(=O)(=O)c1ccc(/C(O)=C2/C(=O)C(=O)N(CCCN3CCOCC3)C2c2ccncc2)cc1 (configuration not stated)
    4	-4	0	6	-1	4	0.1	-0.6	-2
O=C(Nc1nccs1)NC1CCCCC1
    3	7	0	-1	-1	-1	0.1	-0.2	0
Cc1ccc(-n2c3nc(=O)[nH]c(=O)c-3cc3cc([N+](=O)[O-])ccc32)cc1
    18	2	17	9	-12	-3	0.5	1.5	8
COc1ccc(/[N+]([O-])=C/c2ccoc2)cc1
    /	8	24	/	-11	/	-0.1	0.8	1
CCC(=O)n1nc(-c2cccnc2)nc1NCc1ccc(OC)cc1
    -4	7	2	-1	1	2	-0.1	2.3	-3
Cc1cccc(C(=O)NCCCn2ccnc2)c1C
    -5	-4	13	3	3	0	0.0	0.3	-1
CCCNS(=O)(=O)c1cc(CN2C(=O)c3cccnc3C2=O)ccc1OC
    0	9	-9	0	2	1	0.1	2.6	-2
COc1ccc(C(=O)C2CCCN(C(=O)c3cc(C4CC4)[nH]n3)C2)c(C)c1 (configuration not stated)
    -4	6	11	3	-1	-4	0.1	1.9	0
Cc1ccc(O)c(C(=O)c2cnc3c(c2)c(=O)n(C)c(=O)n3C)c1
    6	-3	-2	-3	-14	6	0.0	3.3	2
O=C1CN2C(=N1)N(Cc1ccccc1)c1ccccc12
    0	11	-5	-5	9	2	-0.1	3.0	-10
O=C(Cc1csc(Nc2nc(=S)[nH]c3ccccc23)n1)NCc1ccc(Cl)cc1
    4	-6	-2	-1	?	-4	0.0	0.0	-1
COCCCNC(=O)CN(Cc1ccccc1)S(=O)(=O)c1ccccc1
    -7	6	-3	0	20	-1	-0.1	0.6	-1
COc1ccccc1-c1nnc(Nc2nc3c(OC)cccc3s2)o1
    12	-2	10	5	1	5	-0.1	-1.4	4
CC1(C)Cc2c(C#N)c(NCCN3CCOCC3)nc(-c3ccccc3)c2CO1
    -3	4	12	-2	-1	0	0.1	0.0	0
CC(=O)NC(Nc1c(C)n(C)n(-c2ccccc2)c1=O)C(Cl)(Cl)Cl (configuration not stated)
    -7	-1	-7	4	-14	-8	0.0	0.4	-2
O=C(c1ccc[nH]c1=S)N1CCN(S(=O)(=O)c2ccc(Br)cc2Cl)CC1
    4	5	-1	-1	-11	-7	-0.1	0.1	0
CCc1noc(C)c1C(=O)N(CC)CC(=O)Nc1cc(Cl)ccc1C
    /	-4	-3	/	3	/	0.0	-2.7	-3
O=C(CN1CCCC1)N1CCCC(c2ccc(F)cc2)c2ccc(F)cc21 (configuration not stated)
    2	0	-21	1	3	1	-0.2	-0.9	1
Cc1ccc2cc3cc(C(=O)N4CCCCCC4)oc3nc2c1
    3	0	-5	4	i	-2	0.0	0.7	-1
CCCn1c(C(CO)Nc2nc(C)cs2)nc2ccccc21 (configuration not stated)
    5	3	-4	-4	6	-4	0.0	1.4	-4
Cc1ccc2c(c1)C(=O)N(CCCCO)C2=O
    0	1	-6	0	5	-2	-8.9	1.7	0
C=CCn1c(SCC(=O)N2CCCCCC2)nc2ccccc2c1=O
    12	-1	0	3	-30	1	0.0	-0.3	0
Cc1cc(=O)[nH]c(SCC(=O)NCCOc2ccccc2)n1
    0	2	-1	-3	-4	-2	0.0	3.5	-1
Cc1ccc(S(=O)(=O)NCC(=O)N(CC(=O)NC(C)(C)C)Cc2ccc3c(c2)OCO3)cc1
    3	-4	-10	-1	2	1	0.1	2.1	2
Cc1ccc(-c2nc(CS(=O)CC(=O)NCCN3CCCCC3C)c(C)o2)cc1 (configuration not stated)
    11	4	30	1	-1	2	0.4	0.0	-4
COc1ccccc1C1=NNC(=Nc2cccc(S(=O)(=O)N(C)C)c2)SC1
    -4	-1	4	0	6	1	0.1	-0.2	-2
Cc1ccc(C(=O)OCC(=O)NC(=O)NCc2ccccc2)cc1C
    /	-3	-4	/	0	/	0.0	-1.9	1
CN(Cc1ccco1)C(=O)C(Cc1ccccc1)NS(=O)(=O)c1ccc2c(c1)CCC(=O)N2 (configuration not stated)
    -2	0	4	3	-12	-4	-0.2	-0.7	1
CCOP(=O)(c1ccccc1)C(O)c1ccc(Br)cc1 (configuration not stated)
    -5	0	-1	-2	3	-2	-0.4	4.3	2
O=C(Nc1cccc(Cl)c1)c1ccc(NC2=NC3CS(=O)(=O)CC3S2)cc1 (configuration not stated)
    11	-1	2	-3	-2	-1	0.0	0.6	-5
O=C(CSCc1ccccc1)Nc1ccc(Cl)cn1
    -3	-5	8	2	0	-3	0.0	-2.5	-2
COc1ccc(CN2CCNC(=O)C2CC(=O)N(C)Cc2ccon2)c(OC)c1 (configuration not stated)
    -1	-4	-1	0	3	-1	0.1	2.9	1
CCC(C(=O)OCC(=O)c1ccc(OC)cc1OC)c1ccccc1 (configuration not stated)
    /	-2	-11	/	6	/	0.0	3.5	3
Cc1nc(-c2ccc(S(=O)(=O)Nc3ccccc3C)cc2)co1
    -13	-9	2	0	-1	-7	0.1	-1.0	-4
O=C(Nc1c2n(c(=S)n(-c3ccccc3)c1=O)CCCCC2)c1ccccc1
    0	3	5	3	2	-1	-0.1	-1.8	0
O=C(NCc1ccccc1Cl)C1CCN(S(=O)(=O)c2ccc(F)cc2)CC1
    2	0	8	1	-9	-2	-0.2	0.6	-2
N#Cc1ccc(S(=O)(=O)NC2CC2)cc1
    5	-2	-7	0	20	1	0.0	-0.9	-5
Cc1ccc2nc(-c3cccc(Br)c3)cc(C(=O)NC3CC3)c2c1
    2	-7	0	2	-4	2	0.1	-0.1	1
COC(=O)c1cccc(C23CC4(C2)[C@H](CN(Cc2ccc(-c5ccccc5)cc2)[C@@H]4c2ccccc2)C3c2ccc(C(F)(F)F)cc2)c1 (some centres not stated)
    3	-4	-14	0	9	0	0.1	1.4	10
COc1cc(NC(=O)c2cnc(N)s2)cc(C(=O)Nc2cccc(C(F)(F)F)c2)c1
    -6	-53	3	2	-14	-2	-0.1	7.2	32*
COc1cc(O)ccc1C(=O)CCc1ccc(O)cc1
    6	-1	-2	-2	14	1	0.0	2.2	-6
COc1ccc(-c2nc3ccccc3nc2-c2ccccc2)cc1
    3	9	1	4	-1	-9	0.1	0.8	-1
O=C1N(c2ccccc2C(F)(F)F)O[C@]1(c1ccccc1)C1CCCC1
    /	0	2	/	-2	/	-0.1	-0.4	-1
O=C(O)CC(O)C(=O)O (configuration not stated)
    1	-2	7	-3	68	-2	0.1	3.2	2
Cc1cc2c(ncn2C(C)C)c(N)c1C
    -1	2	5	-5	11	-2	-0.1	-1.2	-5
Cc1ccc(C(=O)CSc2nnc(CNc3ccc(F)cc3)o2)cc1
    6	-1	-9	0	10	-2	-0.1	-1.2	1
O=C(Cn1c(O)c(N=NC(=O)c2ccncc2)c2ccccc21)Nc1ccccc1
    0	-2	1	-2	-1	3	0.1	-2.8	-4

# Next entries follow.
# Second line of a record – HCV core dimer	LYPLA2 counter	PREPL inhibitor	CTSL1 counter	GASC-1 inh	TPT1 inhibitor	Efflux pump inh	PP5 primary	PP1 counter
O=C(N=C1SC2CS(=O)(=O)CC2N1c1cc(Cl)ccc1Cl)C1CC1 (configuration not stated)
    -3	-3	-6	3	87	0	0.1	-1.2	19*
CC(=O)NCCC(=O)N1CCCC(C(=O)c2ccc3c4c(cccc24)CC3)C1 (configuration not stated)
    5	13	2	0	57	-1	-0.2	-3.4	-6
CC(=O)Nc1cc(C(=O)N2CCc3ccccc3C2)ccc1Sc1ccc(F)cc1
    6	0	-3	-7	-4	3	0.8	3.5	-1
CC1CCN(CCCCOc2ccc(C(=O)c3ccccc3)cc2)CC1
    1	-4	25	5	10	-3	-0.1	0.1	-4
CCOC(=O)c1sc(N)c(C(=O)OCC)c1C
    5	-1	-8	3	-3	2	0.0	3.6	0
Cc1ccc(C(=O)Nc2ccc(Oc3cccc(C(F)(F)F)c3)nc2)cc1
    1	4	1	0	-1	1	0.0	2.0	1
Cc1ccc(CN2CC(C(=O)Nc3ccc(C)cn3)CC2=O)cc1 (configuration not stated)
    2	3	-5	3	6	1	0.1	-2.6	-5
COc1ccccc1OC(C)C(=O)Nc1ccc2c(c1)OCCO2 (configuration not stated)
    -12	-4	10	9	-7	-1	0.0	-4.0	2
Oc1ccc(Cn2ccnc2)c2cccnc12
    1	5	20	1	-2	-5	-0.2	0.8	4
O=C(COC(=O)c1cc(S(=O)(=O)N2CCCCC2)ccc1Cl)NCc1ccco1
    15	1	7	-8	0	-2	-0.1	3.1	-3
O=C(O)CCCNc1cc(N2CCC3(CC2)OCCO3)c2noc3c2c1C(=O)c1ccccc1-3
    -32	-1	30	2	/	-15	0.2	1.8	-3

# In the list so far, two contain a thiophene ring, fused or not.
# Second line of a record – HCV core dimer	LYPLA2 counter	PREPL inhibitor	CTSL1 counter	GASC-1 inh	TPT1 inhibitor	Efflux pump inh	PP5 primary	PP1 counter
N#CC1=C2SCN(Cc3ccccc3)CN2C(=O)CC1c1cccs1 (configuration not stated)
    15	5	12	1	24	-3	0.0	1.3	1
CCOC(=O)c1sc(N)c(C(=O)OCC)c1C
    5	-1	-8	3	-3	2	0.0	3.6	0

# This is a subset; rates above refer to the full screens.
